S3 lipid droplet: qHTS Assay for Lipid Storage Modulators in Drosophila S3 Cells; Drosophila S3 cells, BODIPY lipid droplet fluorescence, 18-24 h; cells fed with added oleic acid; lipid storage change, negative = inhibition, % at the top dose, mostly 46.1 µM; hits show Potency in µM; 320,000 tested, 0.64% active; AID 2685; active = well fitted inhibition curve with a large enough effect in the signal ratio, with a control signal flat, not every such curve was filed as active; inconclusive = small, poorly fitted or top-dose-only effect, or effect the other way, or a change in a side signal; the % refers to the signal ratio
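Laser-scanning cytometry quantifies lipid droplet accumulation (500–530 nm total intensity; droplet/cell object ratio) in oleic acid-fed (400 uM added) Drosophila S3 cells treated with a concentration series. 20 uM Triacsin C defined 100% inhibition.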
S3 lipid droplet cell count max: also measured in S3 lipid droplet; calls as there; cell number change, %; measured here: cell count max response;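 cells counted by Cell Tracker Red CMTPX staining in the red channel; peak over a dose series mostly up to 46.1 µM; percent activity relative to internal control wells on each plate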
* marks the source's active call; other numbers are inactive results; i = inactive; ? = inconclusive; nt = not tested or not shown. % is scaled to controls: 0 for no effect and ±100 for the full control effect; potency is read from the fitted curve at half-maximal effect.

S3 lipid droplet	S3 lipid droplet cell count max	smiles
-13%	17	Cc1cc(Cl)c2oc(C(=O)N3CCN(C4CCS(=O)(=O)C4)CC3)c(C)c2c1 (stereo unspecified)
?	nt	Cc1ccc(CN(Cc2ccco2)C(=S)NCC(=O)NC2CC2)cc1
?	nt	COC(=O)C(NC(C)=O)(Nc1ccccc1)C(=O)OC
?	nt	CCOc1ccccc1NC(=O)CSc1nc2c(c(=O)n(C)c(=O)n2C)n1C
?	nt	COCC(=O)Nc1nc2ccccc2s1
7%	11	O=C(COC(=O)c1cc(Br)ccc1O)NNC(=O)c1ccc([N+](=O)[O-])cc1
?	nt	O=C(COC(=O)c1ccccc1-n1cnnn1)c1ccc(F)cc1
-1%	-8	O=C(c1ccccc1Cc1ccccc1)N1CCN(S(=O)(=O)c2ccc(F)cc2)CC1
?	nt	CCOCCCNC(=O)COC(=O)/C=C/c1ccc(S(=O)(=O)N2CCc3ccccc32)cc1
?	nt	COc1cccc(Nc2nc(-c3sc(C)nc3C)cs2)c1
?	nt	CN(CC(=O)Nc1ccc(F)c(F)c1F)C(=O)C1CCC1
12%	11	CC(C)[C@H](NC(=O)c1ccco1)C(=O)OCc1cc(=O)n2c(n1)sc1ccccc12
11%	7	COC(=O)c1c(NC(=O)COC(=O)c2ccc(Cl)cc2[N+](=O)[O-])sc2c1CCCCC2
5%	3	COc1ccc(C(=O)NCCC(=O)N2CCC3(CC2)NCCc2[nH]cnc23)cc1
6%	3	Cc1ccc(N/N=C(\C#N)C(=O)c2ccsc2)cc1
i	-1	Cc1cccc(OCC(=O)NC(C)C(=O)N/N=C/c2c(OCc3ccccc3)ccc3ccccc23)c1 (stereo unspecified)
-1%	11	COc1ccc(-c2nnc(SCC(=O)Nc3ccc(Cl)cc3)n2C)cc1
?	nt	CCCCc1c(C)c(C#N)c2[nH]c3ccccc3n2c1=O
18%	-13	Cc1ccc(NS(=O)(=O)c2ccccc2Cl)c2c1CC(C)(C)O2
4%	-10	CCOC(=O)c1c(C)n(-c2ccc(OC)cc2)c2ccc(O)c(CN(C)C)c12
?	nt	O=C(CC1SC(=Nc2ccccc2)N(Cc2ccccn2)C1=O)Nc1ccc(Br)cc1 (stereo unspecified)
?	nt	CCOc1ccc(CCNC(=O)COC(=O)c2ccco2)cc1OCC
10%	6	CCOC(=O)C1=C(C)NC(=O)C(C#N)C1c1ccncc1 (stereo unspecified)
0%	14	Cc1ccc(C(=O)N/C(=C/c2cccnc2)C(=O)O)cc1
?	nt	COC(=O)c1ccccc1N1C(=O)C2C(C1=O)C1C=CC2C12CC2 (stereo unspecified)
?	nt	NS(=O)(=O)c1ccc(N=Nc2c(O)[nH]c3ccc(Br)cc23)cc1
-14%	-18	O=C(c1cc2sccc2n1Cc1ccc(F)cc1)N1CCN(c2nc3ccccc3s2)CC1
1%	15	CCOc1ccc(NC(=O)C(C)C(Cc2ccc(C)cc2)C(=O)O)cc1 (stereo unspecified)
?	nt	CC1(c2nnc(Cc3ccccc3)o2)CC(c2cccc(F)c2)=NO1 (stereo unspecified)
-3%	-7	COCCNC(=O)Cn1nc(C(F)(F)F)c(Cl)c1C
?	nt	Cc1ccc(C(=O)CC(=O)c2ccccc2)cc1
7%	3	Cc1nnc2n(c1=O)C(CS(=O)(=O)c1ccc3ccccc3c1)CS2 (stereo unspecified)
?	nt	CC1CCC2(CC1)NC(=O)N(NC(=O)CSc1nnc(NC3CC3)s1)C2=O (stereo unspecified)
?	nt	CC(C)CC(C(=O)OCC(=O)c1c(N)n(C)c(=O)n(C)c1=O)N1C(=O)C2CC=CCC2C1=O (stereo unspecified)
-8%	-20	CCc1nc(C(N)=O)c2[nH]c(=O)n(-c3ccc(OC)cc3OC)c2n1
?	nt	O=C(c1cc2cc(F)ccc2[nH]1)N1CCc2ccccc21
i	-15	Cc1cccc(CCNC(=O)CCS(=O)(=O)c2ccc3nc(C)sc3c2)c1
?	nt	CN(CC(=O)Nc1c(Cl)cccc1Cl)C(=O)c1ccc(-n2cncn2)c([N+](=O)[O-])c1
?	nt	CN(C)S(=O)(=O)c1cccc(NC(=O)c2cccc(S(=O)(=O)N3CCCCCC3)c2)c1
?	nt	CC1CCN(c2c([N+](=O)[O-])c(=O)oc3ccccc23)CC1
-3%	-9	O=C(O)C1C2C=CC(C2)C1C(=O)NCCc1ccccc1 (stereo unspecified)
?	nt	O=C(CSc1nnc(-c2cccs2)n1-c1cccc(Cl)c1)c1cccc2c1OCCO2
-14%	nt	CC(OC(=O)C1=Cc2ccccc2OC1)C(=O)NCc1ccco1 (stereo unspecified)
-5%	-15	COc1ccc(CCNC(=O)CNS(=O)(=O)c2ccc(F)c(Cl)c2)cc1OC
-2%	-14	CCC(=O)NC(c1cccc([N+](=O)[O-])c1)c1c(OC(C)=O)ccc2ccccc12 (stereo unspecified)
-8%	nt	Cc1nn(Cc2ccc(Cl)cc2)c(Cl)c1/C=N/NC(=O)c1cccnc1
?	nt	COc1cccc(CNC(=O)COC(=O)CN2C(=O)NC3(CCCCC3C)C2=O)c1 (stereo unspecified)
?	nt	CCCCNC(=O)c1nn2cc(Br)cnc2c1Br
?	nt	N#C/C(=C\c1ccc(F)cc1)c1nc(-c2ccco2)cs1
?	nt	Cn1nc(-c2ccc(OCC(N)=O)cc2)c2ccccc2c1=O
i	-11	CCN(CC)S(=O)(=O)c1ccc2oc(C(=O)NC3CC3)c(C)c2c1
?	nt	O=C(CC1C(=O)NCCN1Cc1ccccc1F)NC1CCCCCC1 (stereo unspecified)
-14%	-10	CCOC(=O)CSc1n[nH]c(NS(=O)(=O)c2ccccc2C(F)(F)F)n1
15%	-13	Cc1c(-c2ccccc2)sc(N)c1C(=O)N1CCOCC1
6%	nt	O=C(O)c1ccc2c(c1)N(Cc1ccc(F)cc1)C(=O)c1ccccc1S2
i	9	COc1ccc(N2C(=NC(=O)CCCc3ccccc3)SC3CS(=O)(=O)CC32)cc1 (stereo unspecified)

Compound profiles, as listed above. Values in the order: S3 lipid droplet | S3 lipid droplet cell count max
Cc1c(-c2ccccc2)sc(N)c1C(=O)N1CCOCC1 as listed: 15% | -13
Cn1nc(-c2ccc(OCC(N)=O)cc2)c2ccccc2c1=O as listed: ? | nt

Next part.
S3 lipid droplet	S3 lipid droplet cell count max	smiles
?	nt	CCCCC(CC)Cn1c(N)c(C#N)c2nc3ccccc3nc21 (stereo unspecified)
?	nt	CC1CCC/C(=C(\C#N)c2nc(-c3cc4ccccc4oc3=O)cs2)C1 (stereo unspecified)
?	nt	CCOC(=O)N1CCC(Nc2ncnc3c2cnn3-c2ccc(C)cc2C)CC1
?	nt	CC(C)(C)c1cnnn1-c1ccc([N+](=O)[O-])cc1
?	nt	N#C/C(=C\c1ccccc1)C(=O)N1CCC(C(N)=O)CC1
10%	15	Cc1cccc(C(=O)NCCc2n[nH]c(=S)n2C)c1
?	nt	CC(CCc1ccc(O)cc1)NC(c1ccccc1)c1ccc(Cl)cc1 (stereo unspecified)
5%	15	CC(=O)NCCCc1nc2ccccc2n1Cc1c(F)cccc1Cl
i	-18	Cc1ccc(C(=O)Oc2ccc(/C=C3\C(=N)N4N=C(N5CCOCC5)SC4=NC3=O)cc2)cc1
i	-9	COc1ccc(C(=O)C2CCCN(S(=O)(=O)c3ccccc3F)C2)c(C)c1 (stereo unspecified)
?	nt	CCOc1cccc2sc(N(CCN(CC)CC)C(=O)c3cccc(N4C(=O)CCC4=O)c3)nc12
5%	7	Cc1ccccc1NS(=O)(=O)c1ccc(OCC(=O)NCc2ccccn2)cc1
?	nt	O=c1cc(-c2ccccc2)nc(N2CCN(Cc3ccc4c(c3)OCO4)CC2)[nH]1
-17%	7	NC(=O)C1CCN(CC(=O)NC(=O)NC2CCCC2)CC1
?	nt	O=C(NCc1ccncc1)c1nc(-c2ccc(C(F)(F)F)cc2)no1
?	nt	CN(C)C(CNC(=O)CCc1nc2cc(Cl)ccc2n(Cc2ccccc2)c1=O)c1ccccc1 (stereo unspecified)
0%	-9	CSCCC(NC(=O)c1ccccc1Br)C(=O)Nc1ccc(C)cc1 (stereo unspecified)
?	nt	CCOC(=O)CSc1nc(=O)n2ccc(C)cc2n1
-6%	-11	C/C(=N\Nc1nc2ccccc2nc1C)c1ccccc1O
?	nt	O=C1C(=O)N(CCO)C(c2ccccc2)/C1=C(\O)c1ccccc1 (stereo unspecified)
?	nt	CC(=O)c1ccc(NC(=O)CN2C(=O)/C(=C/C(C)=C/c3ccccc3)SC2=S)cc1
?	nt	Cc1ccc(N2CC(C(=O)N3CCCCC3)CC2=O)cc1C (stereo unspecified)
12%	8	NC(N)=NS(=O)(=O)c1ccc(N/C=C\C(=O)c2ccncc2)cc1
16%	nt	COCCCNC(=O)c1sc2ncn(CC(=O)Nc3ccc(C)c(Cl)c3)c(=O)c2c1C
-8%	-1	COC(CNC(=O)c1ccc2c(c1)ncn2-c1ccc(F)cc1F)OC
?	nt	COc1cccc(NC(=O)CN(C)C(=O)c2cc(C)oc2C)c1
?	nt	Cc1ccccc1C(=O)Nc1cccc(C#N)c1
i	nt	Clc1ccc(SCCOCCN2CCCCC2)cc1
?	nt	CN(C)C1(CN=Cc2cc(Cl)cc([N+](=O)[O-])c2O)CCCCC1
?	nt	CCCCn1c(N)c(N(CC(C)C)C(=O)c2ccc(S(=O)(=O)N3CCCCCC3)cc2)c(=O)[nH]c1=O
?	nt	CCCCn1c(N)c(N(CC(C)C)C(=O)C2CCN(S(=O)(=O)c3ccc(C)cc3C)CC2)c(=O)[nH]c1=O
?	nt	COc1ccc(-c2csc(Cc3nc(O)cs3)n2)cc1

In another format: 17 of the compounds above
Results follow in this order: S3 lipid droplet	S3 lipid droplet cell count max
> O=c1cc(-c2ccccc2)nc(N2CCN(Cc3ccc4c(c3)OCO4)CC2)[nH]1
 : ?	nt
> NC(=O)C1CCN(CC(=O)NC(=O)NC2CCCC2)CC1
 : -17%	7
> O=C(NCc1ccncc1)c1nc(-c2ccc(C(F)(F)F)cc2)no1
 : ?	nt
> CN(C)C(CNC(=O)CCc1nc2cc(Cl)ccc2n(Cc2ccccc2)c1=O)c1ccccc1 (stereo unspecified)
 : ?	nt
> CSCCC(NC(=O)c1ccccc1Br)C(=O)Nc1ccc(C)cc1 (stereo unspecified)
 : 0%	-9
> CCOC(=O)CSc1nc(=O)n2ccc(C)cc2n1
 : ?	nt
> C/C(=N\Nc1nc2ccccc2nc1C)c1ccccc1O
 : -6%	-11
> O=C1C(=O)N(CCO)C(c2ccccc2)/C1=C(\O)c1ccccc1 (stereo unspecified)
 : ?	nt
> CC(=O)c1ccc(NC(=O)CN2C(=O)/C(=C/C(C)=C/c3ccccc3)SC2=S)cc1
 : ?	nt
> Cc1ccc(N2CC(C(=O)N3CCCCC3)CC2=O)cc1C (stereo unspecified)
 : ?	nt
> NC(N)=NS(=O)(=O)c1ccc(N/C=C\C(=O)c2ccncc2)cc1
 : 12%	8
> COCCCNC(=O)c1sc2ncn(CC(=O)Nc3ccc(C)c(Cl)c3)c(=O)c2c1C
 : 16%	nt
> COC(CNC(=O)c1ccc2c(c1)ncn2-c1ccc(F)cc1F)OC
 : -8%	-1
> COc1cccc(NC(=O)CN(C)C(=O)c2cc(C)oc2C)c1
 : ?	nt
> Cc1ccccc1C(=O)Nc1cccc(C#N)c1
 : ?	nt
> Clc1ccc(SCCOCCN2CCCCC2)cc1
 : i	nt
> CN(C)C1(CN=Cc2cc(Cl)cc([N+](=O)[O-])c2O)CCCCC1
 : ?	nt

(listing goes on)
S3 lipid droplet	S3 lipid droplet cell count max	smiles
?	nt	CCN1CCN(Cc2nc3ccc([N+](=O)[O-])cc3c(=O)n2-c2ccc(OC)cc2OC)CC1
11%	nt	O=C(CSCc1ccccc1)N1CCN(Cc2ccc3c(c2)OCO3)CC1
5%	1	CC1(c2nnc(-c3ccc(F)cc3)o2)CC(c2ccc([N+](=O)[O-])cc2)=NO1 (stereo unspecified)
12%	9	CCCCn1c(SCC(N)=O)nc2sc3c(c2c1=O)CCC3
?	nt	COc1ccc(Cn2nnnc2C(C(C)C)N2CCN(c3ccccc3OC)CC2)cc1 (stereo unspecified)
?	nt	COCc1cc(C)nc(Nc2cc(C)ccc2C)c1C#N
?	nt	CCCN(CC(=O)Nc1ccccc1C)C(=O)c1ccc(S(=O)(=O)N2CCCC2)cc1
?	nt	Cc1ccc(-c2nc(SCC(=O)Nc3cc(C)on3)c3c(=O)n(C)c(=O)n(C)c3n2)cc1
21%	6	Cc1nc2cc(NS(=O)(=O)c3cccc(F)c3)ccc2s1
?	nt	COc1ccc(NC(=O)CNS(=O)(=O)c2ccc(Cl)cc2)cc1OC
?	nt	Cc1cc(C)n(C(=O)CNC(=O)c2ccccc2F)n1
?	nt	CC(=O)Nc1sc2c(c1C(c1ccccc1)N1CCOCC1)CCCC2 (stereo unspecified)
?	nt	O=C(c1cccs1)N1CCN(S(=O)(=O)c2cccc(Cl)c2Cl)CC1
25%	20	O=C(COC(=O)CCOc1ccccc1)Nc1cc(S(=O)(=O)N2CCCCC2)ccc1Cl
?	nt	CC(C)(C)NS(=O)(=O)c1ccc(CCC(=O)N2CCCCC2)cc1
i	3	CC(C)OCCCNC(=O)Cn1ccc2cc(S(=O)(=O)N3CCCCC3)ccc21
15%	25	CCC(CO)N=CC1=C(O)CC(c2ccccc2)CC1=O (stereo unspecified)
?	nt	C=C(C)Cn1c(=O)c2c(nc3n2CCN3c2cccc(Cl)c2C)n(C)c1=O
?	nt	OC(COCCC12CC3CC(CC(C3)C1)C2)CN1CCCCC1 (stereo unspecified)
?	nt	CC(C)CNS(=O)(=O)c1ccc(CCC(=O)N2CCC(C(N)=O)CC2)cc1
-10%	-4	Cc1cccc(NCC(O)Cn2cnc3c2c(=O)n(C)c(=O)n3C)c1 (stereo unspecified)
-24%	-15	Cc1csc(C(=O)O)c1-c1c(C)csc1C(=O)O
?	nt	Cc1cccc(NC(=O)c2onc3c2CCCC3)n1

Source: PubChem (National Center for Advancing Translational Sciences (NCATS))

These rows are one share of the data. The share of hits here may be higher or lower than overall.
